Source: PubChem BioAssay
ATG4B inh = ATG4B protease inhibitors, primary screen, biochemical, fluorescence, uHTS; Cysteine protease ATG4B (Homo sapiens), Q9Y4P1; ATG4B cleavage of LC3-PLA2, NBD-HPC fluorescence, 1 h; inhibition, % at 8.33 µM; 340,000 compounds, 0.51% hits; in the data active = inhibition above about 40%
A3G deaminase = APOBEC3G DNA deaminase inhibitors, primary screen, biochemical, fluorescence, single-stranded DNA substrate, uHTS; recombinant A3G, ssDNA deamination FAM/TAMRA fluorescence; DNA dC->dU-editing enzyme APOBEC-3G (Homo sapiens), Q9HC16; 330,000 compounds, 0.28% hits; inhibition, % at 20 µM;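 active = inhibition of at least 40% at 20 µM, with no more than 30% in the related APOBEC3A deaminase screen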;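 also: plate controls were DMSO wells with A3G for no effect and wells lacking A3G enzyme for full effect; some compounds called inactive have numbers as strong as hits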
MPTP inh = mitochondrial permeability transition pore inhibitors, primary screen, biochemical, isolated mouse mitochondria, absorbance; Ca2+ swelling absorbance, 30 min; inhibition, % at 10 µM; 360,000 compounds, 1.4% hits;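 active = inhibition of 50% or more, scaled per plate between neutral and stimulator controls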;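 also: 0% = DMSO wells given calcium and 100% = 1 mM EGTA wells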
APOBEC3A inh = APOBEC3A ssDNA deaminase inhibitors, primary screen, selectivity assay for APOBEC3G inhibitor project, biochemical, FAM/TAMRA oligo cleavage fluorescence | recombinant A3A, FAM/TAMRA ssDNA deamination fluorescence | AID 493011, 2011 | inhibition, % at 20 µM | 330,000 compounds, 0.41% hits;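 active = at least 40% inhibition at 20 µM here, with at most 30% in a related deaminase screen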;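 also: plate controls were A3A with DMSO for no effect and wells lacking A3A enzyme for full effect; some results filed as inactive read as strong as hits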
Target sequence (P31941 whole entry, looked up): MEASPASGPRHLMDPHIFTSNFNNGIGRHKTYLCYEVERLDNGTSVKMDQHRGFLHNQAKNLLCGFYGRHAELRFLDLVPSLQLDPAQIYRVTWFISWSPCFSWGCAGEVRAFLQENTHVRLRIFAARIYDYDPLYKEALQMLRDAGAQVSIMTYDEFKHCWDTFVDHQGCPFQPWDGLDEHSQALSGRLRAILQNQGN
mIAP act = activators of mouse IAP, primary screen, biochemical, luminescence, uHTS; intestinal alkaline phosphatase [Mus musculus]; 330,000 compounds, 0.24% hits; muIAP, CDP-Star luminescence, 30 min; active compounds read high; 1 = vehicle-only enzyme signal, 0 = enzyme-free wells; activation factor at 10 µM; AID 2805, 2010;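 active = activation factor of at least 2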; also: the source names both 10 and 20 µM as test concentration; values of inactives mirror those of a sister screen read the other way
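Assay system: mouse IAP enzyme / Compound: DMSO-dissolved test compounds / Timing: 30 min, room temperature / Measured by: luminescence from enzymatic CDP-Star hydrolysis / Control set: DMSO-only wells, enzyme-free buffer wells as negative control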
mIAP block = inhibitors of mouse IAP, primary screen, biochemical, luminescence, uHTS. 330,000 compounds, 0.2% hits. inhibition, % at 10 µM. intestinal alkaline phosphatase [Mus musculus]. purified mouse IAP, CDP-Star luminescence, 30 min;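 active = inhibition of at least 40% at 10 µM in the primary screen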;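 also: plate controls were DMSO with enzyme for no effect and no enzyme wells for full effect; values of inactives mirror those of a sister screen read the other way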
MIN6 prolif = inducers of MIN6 beta-cell proliferation, primary screen, ATP luminescence, uHTS. 330,000 compounds, 0.29% hits. MIN6 cells proliferation, ATPlite luminescence, 48 h; cells starved in 0.2% serum; 100% = growth in 10% serum. proliferation, % at 10 µM. AID 2380, 2010;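 active = compounds whose signal lies at least 3.5 SD above the mean of all wells on their plate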;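 also: 0% = DMSO-treated cells in low-serum medium and 100% = 10% serum control; some compounds called inactive have numbers as strong as hits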
hIAP activ = human IAP activators, primary screen, biochemical, luminescence, uHTS; activation factor at 10 µM; Intestinal-type alkaline phosphatase (Homo sapiens), P09923; 330,000 compounds, 0.16% hits; purified human IAP, CDP-Star luminescence, 30 min; active compounds read high; 1 = vehicle-only enzyme, 0 = enzyme-free background;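 active = activation factor of the enzyme at least 2-fold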; also: the source names both 10 and 20 µM as test concentration; values of inactives mirror those of a sister screen read the other way
Target sequence (P09923 whole entry, looked up): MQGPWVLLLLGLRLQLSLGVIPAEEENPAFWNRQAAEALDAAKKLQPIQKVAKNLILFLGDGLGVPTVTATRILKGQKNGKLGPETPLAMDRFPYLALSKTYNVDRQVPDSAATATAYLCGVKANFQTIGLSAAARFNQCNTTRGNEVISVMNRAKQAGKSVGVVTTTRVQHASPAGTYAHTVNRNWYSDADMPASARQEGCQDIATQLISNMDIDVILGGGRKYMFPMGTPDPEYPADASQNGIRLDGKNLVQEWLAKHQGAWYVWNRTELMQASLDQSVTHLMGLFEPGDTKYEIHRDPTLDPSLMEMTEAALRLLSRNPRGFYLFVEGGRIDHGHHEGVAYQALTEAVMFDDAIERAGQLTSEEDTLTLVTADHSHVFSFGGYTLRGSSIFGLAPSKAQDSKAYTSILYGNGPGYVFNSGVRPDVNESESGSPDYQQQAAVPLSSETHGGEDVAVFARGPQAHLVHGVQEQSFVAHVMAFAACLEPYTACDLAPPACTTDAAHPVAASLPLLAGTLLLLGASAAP
hIAP inh = human IAP inhibitors, primary screen, biochemical, luminescence, uHTS. purified IAP, CDP-Star luminescence, 30 min. Intestinal-type alkaline phosphatase (Homo sapiens), P09923. inhibition, % at 10 µM. 330,000 compounds, 0.12% hits;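 active = inhibition reaching a set limit with compound at 10 µM in the primary screen, cut at about 35% in these data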;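 also: plate controls were DMSO wells with enzyme for no effect and no-enzyme buffer wells for full effect; values of inactives mirror those of a sister screen read the other way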
Numbers without * were called inactive; x = not tested or not shown.

entry	SMILES	ATG4B inh	A3G deaminase	MPTP inh	APOBEC3A inh	mIAP act	mIAP block	MIN6 prolif	hIAP activ	hIAP inh
1	Nc1cc(C(=O)OCC(=O)N2CCC(Cc3ccccc3)CC2)ccc1Cl	-1.5	4.5	-0.5	5.8	0.922	7.8	-0.4	0.941	5.9
2	Cc1cc(N/C=C2\CCCCC2=O)no1	-5.4	-0.2	0.3	-4.4	1	-0.2	-1.8	1.08	-7.8
3	CCCC(=O)n1nc(-c2cccnc2)nc1N	-2.0	-5.4	0.2	-2.1	0.997	0.3	-3.1	0.948	5.2
4	c1ccc(-c2ccc(CN3CCSCC3)cc2)cc1	1.7	1.8	1.1	-4.3	0.91	9.0	0.6	1.01	-0.8
5	COC(=O)c1[nH]c2ccccc2c1NC(=O)c1ccccc1[N+](=O)[O-]	-6.8	-4.9	-2.2	-3.5	0.92	8.0	4.0	0.883	11.7
6	CCOc1ccc(NC(=O)c2c3c(nc4ccccc24)CCC3)cc1	2.6	-5.4	0.8	7.0	1.02	-1.8	-4.1	1	-0.5
7	Cc1cc2cc(CCNS(C)(=O)=O)c(=O)[nH]c2cc1C	-4.8	-0.2	-0.2	1.7	1.05	-5.1	-1.7	1.09	-8.6
8	COc1ccccc1/C=C/CN1CC(C)OC(C)C1 (configuration not stated)	-5.3	-9.5	0.5	-10.1	1.02	-1.8	-2.2	1.12	-11.9
9	Cc1cc(C)n(Cc2ccc(C(=O)O)cc2)n1	0.9	-5.6	-1.3	0.6	0.891	10.9	0.0	0.916	8.4
10	Cc1ccc(S(=O)(=O)N2CCC(Oc3ccc(-n4cnnn4)cc3)CC2)cc1	-1.9	-1.5	-2.0	-4.7	0.973	2.7	1.2	1.28	-27.7
11	CP(=O)(COC(=O)c1ccccc1)COC(=O)c1ccccc1	-2.7	-2.7	-2.0	0.1	1.08	-7.8	-2.5	0.893	10.7
12	COCCNc1nc(N)c([N+](=O)[O-])c(NCCO)n1	4.9	2.0	6.8	2.0	1.04	-4.3	0.0	0.932	6.8
13	CCOc1ccccc1C(=O)N(CN1CCCC1=O)c1ccc(C)c(Cl)c1	1.2	-3.7	0.1	5.0	0.988	1.2	-2.9	0.984	1.6
14	CCOC(=O)N1CCN(C(=O)Cn2ccc3c(OC)cccc3c2=O)CC1	-8.5	-9.7	0.5	-1.6	1.13	-12.9	0.7	0.981	1.9
15	Cc1nn(C)c(C)c1NC(=O)CSc1nnc(C)n1-c1ccccc1	2.5	0.6	-0.2	4.0	1.03	-3.1	-1.7	1.13	-13.3
16	COc1ccc(CCNC(=O)COC(=O)c2cccs2)cc1	-14.9	-10.9	1.5	-2.8	0.982	1.8	0.6	0.956	4.4
17	CSCCC(NC(=O)COc1ccccc1)C(=O)O (configuration not stated)	-11.3	-1.6	-2.5	-4.3	1.09	-9.3	-2.8	1.08	-8.2
18	COc1ccc(C(C)NC(=O)C2C(=O)NC3(C)CC2c2ccccc2O3)cc1 (configuration not stated)	-2.0	-1.9	0.0	-0.5	0.956	4.4	-2.7	1.06	-5.7
19	O=C(COc1ccc(S(=O)(=O)N2CCOCC2)cc1)Nc1ccccc1F	2.2	0.8	-1.7	0.7	1.04	-4.3	-4.2	1.02	-2.1
20	CN(C)c1cccc2c1c(NC(=O)c1ccc(F)cc1)nn2C	-1.6	1.5	0.4	-3.6	0.944	5.6	-3.0	0.836	16.4
21	CC1CC(C)CN(S(=O)(=O)c2ccc(NC(=O)C3COc4ccccc4O3)cc2)C1 (configuration not stated)	-2.5	-1.4	-0.2	-3.7	1.32	-32.3	-5.8	0.895	10.5
22	Nc1ccccc1C(=O)N1O[C@@H]2C=C[C@H]1CC2	-6.3	-0.8	-0.7	0.1	1.01	-0.6	x	x	x
23	Cc1ccc(S(=O)(=O)c2cn(C)c3cc(N4CCN(C)CC4)c(F)cc3c2=O)c(C)c1	1.9	-1.7	0.6	-4.1	1.01	-1.1	-4.3	1.26	-26.3
24	COc1ccc(C2C3=C(OC(C)=O)c4ccccc4C3=Nc3c2c(=O)n(C)c(=O)n3C)cc1 (configuration not stated)	6.7	-4.8	7.0	-1.3	0.946	5.4	-1.1	1.05	-5.2
25	COc1ccc(C)cc1NC(=O)NNS(=O)(=O)c1ccc(NC(C)=O)cc1	4.9	-6.5	0.2	-3.3	1.01	-1.0	-1.1	0.976	2.4
26	CCC(CCC(=O)NNC(=O)Cc1ccc([N+](=O)[O-])cc1)C(=O)O (configuration not stated)	-1.9	-4.6	0.3	2.0	0.997	0.3	1.9	1.05	-5.4
27	CN(C)/C=C/C(=O)c1nn(-c2ccc(F)cc2)ccc1=O	-15.0	-9.1	2.2	7.9	1.07	-7.2	-3.4	0.919	8.1
28	COc1ccc(-c2[nH]ncc2CNCCCSC)cc1F	5.0	-1.4	0.6	2.7	0.974	2.6	0.8	1.09	-8.9
29	O=[N+]([O-])c1ccc(N2CCN(S(=O)(=O)c3ccccc3)CC2)cc1NCc1cccnc1	-10.2	0.1	0.6	3.3	0.792	20.8	-1.9	1.07	-7.3
30	CCCC(C)C(=O)OCC(=O)Nc1c(Br)cc(C)cc1Br (configuration not stated)	-11.1	0.1	-0.2	-2.4	1.01	-1.2	-0.8	0.985	1.5

Compounds shown so far containing a Cl atom, in the order listed:
entry	SMILES	ATG4B inh	A3G deaminase	MPTP inh	APOBEC3A inh	mIAP act	mIAP block	MIN6 prolif	hIAP activ	hIAP inh
1	Nc1cc(C(=O)OCC(=O)N2CCC(Cc3ccccc3)CC2)ccc1Cl	-1.5	4.5	-0.5	5.8	0.922	7.8	-0.4	0.941	5.9
13	CCOc1ccccc1C(=O)N(CN1CCCC1=O)c1ccc(C)c(Cl)c1	1.2	-3.7	0.1	5.0	0.988	1.2	-2.9	0.984	1.6

Other results:
entry	SMILES	ATG4B inh	A3G deaminase	MPTP inh	APOBEC3A inh	mIAP act	mIAP block	MIN6 prolif	hIAP activ	hIAP inh
31	Cc1cc(OCCN2CCCCCC2)ccc1[N+](=O)[O-]	-6.0	-9.0	-0.6	-2.3	0.969	3.1	0.1	1.41	-40.9
32	CSC(=NC#N)N1CCN(c2ccccc2)CC1	-0.4	1.5	1.5	0.3	0.799	20.1	-1.8	0.985	1.5
33	Fc1ccc(NCc2cccnc2)cc1F	2.4	-2.1	-0.6	0.5	0.95	5.0	0.6	1.13	-12.6
34	CCOC(=O)c1ccc(NC(=O)N2CCN(C3CCCCC3)CC2)cc1	-1.6	2.1	-0.1	6.0	1.13	-13.1	-0.2	1	-0.4
35	O=C(CCCC(=O)NC1CCCC1)NC1CCCC1	-6.1	-0.5	-0.7	0.9	0.983	1.7	0.9	0.87	13.0
36	O=C(Nc1ccc2oc(-c3ccncc3)nc2c1)c1ccc2c(c1)OCO2	-1.3	3.5	1.7	12.5	0.856	14.4	0.8	1.07	-6.8
37	Cc1nnc(NC(=O)c2cc(S(=O)(=O)N3CCCCC3)ccc2Cl)s1	-2.0	-2.3	0.9	-2.9	0.975	2.5	1.1	0.989	1.1
38	Cc1ccccc1Nc1nc(-c2sc(NC(=O)c3ccccc3)nc2C)cs1	x	1.6	x	-1.3	0.891	10.9	0.6	0.927	7.3
39	O=C(c1cccc2ccccc12)N1CCN(c2ccc([N+](=O)[O-])c(NCc3ccco3)c2)CC1	-20.5	-5.2	2.0	0.2	0.973	2.7	-0.9	0.836	16.4
40	N=c1c(C(=O)NCCN2CCOCC2)cc2c(=O)n3ccccc3nc2n1Cc1ccc(F)cc1	-4.4	-3.4	-0.1	-0.6	0.965	3.5	-1.2	1.45	-45.1
41	CCCCC(=O)NC(=S)Nc1ccc(S(=O)(=O)N2CCCC2)cc1	3.1	-0.8	0.6	-1.1	0.888	11.2	-1.4	0.79	21.0
42	O=C(CN1CCC(Cc2ccccc2)CC1)Nc1ccc2c(c1)OCCO2	-9.7	-3.5	x	-0.5	0.946	5.4	-0.2	1.07	-7.5
43	CC1(C)Cc2c(sc3nc(NCCN4CCOCC4)n4ncnc4c23)CO1	-6.1	-8.9	3.9	-7.2	0.936	6.4	-0.1	0.749	25.1
44	O=C(CCC(=O)N1CCOc2ccccc21)N1CCN(c2ccccc2)CC1	-1.3	-4.0	-0.5	-3.7	1.05	-4.8	1.2	1.02	-2.3
45	CC(C)NCc1nnc(-c2ccc(Cl)cc2)o1	-6.5	-3.9	-1.1	4.4	1	-0.3	-1.7	0.982	1.8
46	Cc1cc(C)n(CCOc2nonc2N)n1	-5.4	-6.8	1.3	-1.1	0.953	4.7	-0.1	0.891	10.9
47	N#Cc1c(NC(=O)CCC(=O)O)sc2c1CCCCC2	1.8	-10.8	1.7	-0.3	0.853	14.7	-2.2	1.1	-9.6
48	COCC(=O)Nc1nc(-c2ccc(-c3ccccc3)cc2)cs1	-1.2	-3.7	10.1	-0.5	0.935	6.5	-2.4	0.753	24.7
49	Cn1c(N)c(C(=O)COC(=O)c2cccc(S(=O)(=O)N3CCOCC3)c2)c(=O)n(C)c1=O	1.5	-5.9	0.3	-1.1	1.06	-6.4	-2.5	1.27	-26.8
50	O=C(Nc1ccc(Cl)cc1)Nn1cnc2ccccc2c1=O	-4.9	-7.8	0.9	-1.8	1.01	-1.3	-0.6	1.02	-1.8
51	CC(C)C[C@H](NC(=O)c1nc[nH]c1C(=O)N1CCC(C)CC1)C(=O)OCc1ccccc1	4.0	-0.1	0.8	2.9	1.08	-7.9	-7.1	1.39	-38.5
52	CC(C)C(=O)Nc1cccnc1	0.5	-7.7	0.3	-2.2	0.987	1.3	-1.8	0.989	1.1
53	COc1ccc(-n2c(SCC3CNC(=O)O3)nnc2-c2ccc(Cl)cc2)cc1 (configuration not stated)	-8.4	-5.9	1.6	-5.4	1.01	-0.7	0.3	0.977	2.3
54	O=C(c1cccc(C(F)(F)F)c1)c1c[nH]c(C(=O)NCC2CCCO2)c1 (configuration not stated)	4.9	-2.8	-0.5	-0.4	0.969	3.1	-0.7	1.05	-5.3
55	CCOC(=O)Cc1csc(NC(=O)CCC(=O)O)n1	1.4	-1.6	1.2	1.9	1.1	-10.3	-1.9	1.41	-41.0
56	COCc1cc(C)nc(N2CCN(c3ccccc3)CC2)c1C#N	-3.7	-8.1	0.3	-1.4	1.02	-1.9	1.2	1.18	-17.5
57	O=C(CNC(=O)C1COc2ccccc2O1)N/N=C/c1cc(Br)c(O)c(Br)c1 (configuration not stated)	3.4	-7.5	0.2	17.0	0.971	2.9	0.0	0.987	1.3
58	COC(=O)c1cc(C#N)c(Oc2ccc(F)cc2)nc1C	-5.0	-5.7	-0.1	-3.9	0.956	4.4	-2.1	1.23	-22.7
59	O=C(O)CCN1C(=O)CC2(CCCCC2)C1=O	5.8	-2.6	0.7	-2.1	1.04	-3.6	-1.8	0.823	17.7
60	O=C(NNS(=O)(=O)c1ccc(Br)cc1)NC1CCCCC1	-3.1	-5.1	-1.4	0.4	0.995	0.5	0.0	1.15	-15.2
